# Pol eta inh: DNA polymerase eta (human) inhibition; recombinant Pol eta, fluorescent DNA replication assay; Potency, µM (highest dose often 114 µM), inactives show at the top dose activity change, negative = inhibition, usual class: inhibitors; 390,000 tested, 1.2% active; AID 588591; further: potency means the concentration at half of the fitted maximal effect; on the % scale 0 is the no-effect control and ±100 the full control effect
#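 Pol eta (10 nM) was preincubated with compounds for 15 min at room temperature, after which fluorescent replication substrate (50 nM final) was added to start the reaction. Fluorescence was read kinetically at 0 and 10 min.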
# RXFP1 antagonist: blocks the human relaxin receptor RXFP1; Q9HBX9; HEK293-RXFP1, relaxin-stimulated cAMP HTRF, 30 min; hits give low values; activity change, negative = inhibition, % at 57.5 µM; 350,000 tested, 0.59% active; AID 1259400;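 active means activity change of -60% or lower, but not beyond a set lower limit; inconclusive means change between -60% and -40%, or beyond the set limit; inactive means change above -40%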; further: on the % scale 0 is the no-effect control and ±100 the full control effect
# Pol beta inh: DNA polymerase beta (human) inhibition | Pol beta primer extension/strand displacement, fluorescence kinetic | 340,000 tested, 1.3% active | Potency, µM (series often up to 114 µM), without a hit: at the top dose activity change, negative = inhibition, usual class: inhibitors; further: potency means the concentration at half of the fitted maximal effect; on the % scale 0 is the no-effect control and ±100 the full control effect
#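 Values derive from four-parameter Hill fits of normalized kinetic data: reads at 0 and 10 min following addition of 50 nM substrate to 10 nM Pol beta preincubated 15 min with compound.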
# Anesthetic bind: candidate novel general anesthetic via apoferritin binding | P02791 | apoferritin/1-aminoanthracene competitive binding, fluorescence | Potency, µM (highest dose often 77.5 µM), without a hit: at the top dose activity change, negative = displacement, most hits filed as inhibitors | 350,000 tested, 0.074% active | AID 485281; further: potency means the concentration at half of the fitted maximal effect; on the % scale 0 is the no-effect control and ±100 the full control effect; nearly all actives have a fitted effect of over 20% in size
# Target sequence (P02791 2-175 limits assumed): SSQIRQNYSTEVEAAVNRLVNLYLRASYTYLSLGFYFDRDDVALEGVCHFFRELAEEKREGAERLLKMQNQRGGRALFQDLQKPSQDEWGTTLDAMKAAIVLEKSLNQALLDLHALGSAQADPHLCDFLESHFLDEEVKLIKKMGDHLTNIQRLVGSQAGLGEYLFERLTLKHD
#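 Horse-spleen apoferritin (10 uM) was mixed with 50% saturated 1-aminoanthracene in PBS, exposed to compounds for 10 min at room temperature, and read for fluorescence (ex 380 nm, em 535 nm). Competitive displacement was fitted with a four-parameter Hill equation.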
# APE1 inh: APE1 (human) endonuclease inhibition; recombinant APE1, TAMRA/BHQ-2 abasic DNA cleavage fluorescence; Potency, µM (top dose mostly 65.8 µM), for the others: at the highest dose activity change, negative = inhibition, hits mostly inhibitors; 350,000 tested, 0.35% active; AID 2517;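 further: potency means the concentration at half of the fitted maximal effect; plate controls were vehicle for no effect and reference inhibitor for full effect; nearly all actives have a fitted effect of over 55% in size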
# Target sequence (P27695 whole entry, looked up): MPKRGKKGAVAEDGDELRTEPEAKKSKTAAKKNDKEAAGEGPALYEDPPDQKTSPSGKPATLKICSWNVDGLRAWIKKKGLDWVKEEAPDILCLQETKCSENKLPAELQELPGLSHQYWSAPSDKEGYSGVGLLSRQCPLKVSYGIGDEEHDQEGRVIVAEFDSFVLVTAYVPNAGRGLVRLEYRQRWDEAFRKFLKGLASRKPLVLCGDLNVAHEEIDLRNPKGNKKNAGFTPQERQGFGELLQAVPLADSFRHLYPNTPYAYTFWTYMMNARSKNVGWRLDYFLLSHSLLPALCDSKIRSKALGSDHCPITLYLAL
#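 APE1 at 0.75 nM preincubated 15 min at room temperature with compound. Reaction then started with 50 nM double-stranded THF-abasic substrate labelled with TAMRA/BHQ-2, and 525/598 nm fluorescence read kinetically. Activity taken as third-minus-first read difference, normalized to DMSO and NSC13755 controls.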
# Pol kappa inh: inhibitors of human DNA polymerase kappa | 400,000 tested, 0.53% active | purified Pol kappa, fluorescent DNA synthesis assay, 10 min | AID 588579 | Potency, µM (series often up to 107 µM), inactives show top-dose activity, negative = inhibition, usual class: inhibitors; further: potency means the concentration at half of the fitted maximal effect; on the % scale 0 is the no-effect control and ±100 the full control effect
#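 Here, compound and 10 nM enzyme are combined for 15 min at room temperature; adding 50 nM substrate (final) starts DNA synthesis, tracked by fluorescence at 0 and 10 min against buffer-only wells.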
# PGK inhibitor: T. brucei PGK inhibition; P07378; PGK/GAPDH coupled, Kinase-Glo luminescence, 60 min; Potency, µM (top dose mostly 57.5 µM), inactives show at the top dose activity change, negative = inhibition, most hits filed as inhibitors; 380,000 tested, 0.043% active; AID 602233; further: potency means the concentration at half of the fitted maximal effect; on the % scale 0 is the no-effect control and ±100 the full control effect; nearly all actives have a fitted effect of over 60% in size
# Target sequence (P07378 whole entry, looked up): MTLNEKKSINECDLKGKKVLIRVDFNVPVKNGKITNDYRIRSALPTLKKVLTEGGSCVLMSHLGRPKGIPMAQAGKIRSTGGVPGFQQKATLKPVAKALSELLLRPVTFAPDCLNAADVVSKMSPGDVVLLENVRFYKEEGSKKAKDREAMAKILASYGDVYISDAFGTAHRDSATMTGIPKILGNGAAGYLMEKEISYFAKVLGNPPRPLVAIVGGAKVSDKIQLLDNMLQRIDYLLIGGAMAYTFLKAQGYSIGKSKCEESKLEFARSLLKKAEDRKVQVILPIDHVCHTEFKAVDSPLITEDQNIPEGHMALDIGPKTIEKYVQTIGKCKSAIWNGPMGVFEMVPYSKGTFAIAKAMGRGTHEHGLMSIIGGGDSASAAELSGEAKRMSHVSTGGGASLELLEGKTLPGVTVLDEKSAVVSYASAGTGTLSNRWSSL
#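 Recombinant glycosomal PGK reaction used 1,3-bisphosphoglycerate generated in-well by GAPDH (100nM final) in 100mM TEA pH 7.6, 5mM MgCl2, 0.01% Tween-20. After 60 minutes at room temperature, ATP was read by Kinase-Glo Plus luminescence end-point.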
# Pol iota inh: blocks human DNA polymerase iota activity. AID 588590. Potency, µM (titrated, usually from 115 µM), for the others: top-dose activity, negative = inhibition, hits mostly inhibitors. Pol iota fluorescent replication assay, 10 min. Q9UNA4. 390,000 tested, 1% active; further: potency means the concentration at half of the fitted maximal effect
#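 Pol iota at 10 nM preincubated 15 min with compounds at room temperature; reaction started with fluorescent substrate, 50 nM final. Fluorescence read kinetically at 0 and 10 min; buffer-only wells as negative control.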
# BLM inh: blocks DNA unwinding by human BLM helicase; Potency, µM (titrated, usually from 56.1 µM), without a hit: top-dose activity change, negative = inhibition, hits mostly inhibitors; recombinant BLM DNA unwinding, fluorescence dequenching; P54132; AID 2528; 350,000 tested, 0.2% active;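 further: potency means the concentration at half of the fitted maximal effect; plate controls were vehicle for no effect and no enzyme for full effect; nearly all actives have a fitted effect of over 35% in size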
# Numbers without * were called inactive; i = inactive; ? = inconclusive; . = no result given; & = joins results of further samples; [ ] = another dose, or the depositor's remark. Unless noted, the call rests on the fitted dose curve; in most records, active means well fitted curve in the direction sought with a large enough effect; inconclusive means small, poorly fitted or top-dose-only effect, or another doubt; inactive means no such curve, though single readings can be large; an effect the other way counts as inactive or inconclusive. A portion of the library, so the mix of outcomes need not match the whole.
SMILES,Pol eta inh,RXFP1 antagonist,Pol beta inh,Anesthetic bind,APE1 inh,Pol kappa inh,PGK inhibitor,Pol iota inh,BLM inh
CCOC(=O)c1[nH]c2ccc(OC)cc2c1C(SCC(=O)O)c1ccc(C(F)(F)F)cc1 (centres undefined),-16%,-16,?,-14%,-5%,-17%,-16%,147%[activator],1%
O=C(O)C1CSC(c2cccnc2)N1 (centres undefined),-13%,-12,0%,-13%,4%,-2%,-5%,-9%,0%
c1ccc2c(CN3CCCCCCC3)c[nH]c2c1,-17%,-11,15%,-21%,0%,-16%,-8%,24%,2%
ClC1=C(Cl)C(Cl)(C2(Cl)C(Cl)=C(Cl)C(Cl)=C2Cl)C(Cl)=C1Cl,.,.,.,-8%,11µM*,6.7µM*,.,.,-8%
CC(C)(C)n1cccc1/C=C1\C(=O)NC(=O)N(c2ccccc2)C1=O,-15%,.,-10%,-2%,4%,-2%,i,?,1%
COc1ccc(-n2c(O)c(C=NCCN(C)C)c(=O)[nH]c2=O)cc1,-17%,-3,26%,1%,14%,-2%,0%,-6%[58.9 µM],4%
CCc1ccccc1NC(=O)c1sc2nc3c(cc2c1N)CN(Cc1ccccc1)CC3,-11%,0,0%,62%[activator],.,-6%,i,32%[activator],-2%
Cc1c(NP(=O)(C(C)(C)C)C(C)(C)C)c(=O)n(-c2ccccc2)n1C,-19%,7,-1%,0%,-4%,2%,-8%,34%[activator],-5%
C[C@]12CCC3C(CC[C@H]4[C@@H](O)[C@H](O)CC[C@]34C)C1CCC2=O (some centres undefined),-15%,-11,.,.,.,-4%,-4%,-13%,.
CCOC(=O)N1CCN(/[N+]([O-])=N/Oc2ccc([N+](=O)[O-])cc2[N+](=O)[O-])CC1C (centres undefined),.,.,.,-8%,19%,-1%,.,?,1%
COC(=O)C1=C(c2ccc(OC)c(OC)c2)C[C@@H]2CC[C@H]1N2C(=O)NCCOc1ccccc1Cl,-22%,.,.,.,5%,5%,8%,?,.
CC1(C)N([O-])[N+](=O)C1(C)Br (centres undefined),.,.,.,-3%,-4%,-15%[60.1 µM],.,.,4%
COC(=O)C1=C(c2ccc(C(C)=O)cc2)C[C@@H]2CC[C@H]1N2C(=O)N1CCC(C)CC1,-6%,.,.,.,14%,-7%,1%,-7%,.
COc1ccc(C=O)cc1O,-17%,.,-1%,-5%,-3%,-1%,3%,?,-9%
OC1CCCCC1N1CCC(c2ccccc2)CC1 (centres undefined),-1%[57.1 µM],.,23%[57.1 µM],-5%&-1%,1%&1%&5%,-14%[60.1 µM],4%,12%[58.9 µM],-4%&-2%
CC(C)n1c(=O)c(C=Nc2ccc(Br)cc2)c(O)n(Cc2ccco2)c1=O,?,-18,?,-18%,?,-24%,i,?,-17%
Cc1cc(/C=C2/C(=O)NC(=O)N(Cc3ccco3)C2=O)c(C)n1-c1ccccc1,35µM*,-22,18µM*,?,?,71µM*,-9%,2.2µM*,-28%
O=C1NC(=S)N(c2ccc(F)cc2)C(=O)/C1=C/c1ccco1,.,.,0.56µM*,?,0.21µM*,.,.,.,3.2µM*
COc1cc2[nH]c(=O)n(-c3cccc(Cl)c3)c(=O)c2cc1OC,-2%,-5,-4%,3%,2%,0%,8%,32%[activator],-6%
CC(=O)OC1C2CCC3C1(CC(O)[C@@]1(O)[C@@H](CC(O)C1(C)C)[C@]3(C)O)C[C@@]2(C)O (some centres undefined),.,.,.,0%,-1%,1%[60.1 µM],.,.,2%
CCOc1cc(-c2ccc(N)c(OCC)c2)ccc1N,-15%,-6,?,-6%,-10%,-5%,1%,4%,-3%
O=C1NC(=O)[C@]2(Cc3ccccc3N3CCN(c4ccccc4)CC32)C(=O)N1Cc1ccccc1 (some centres undefined),20µM*,-7,-17%,?,-2%,-12%,-5%,?,-7%
CCN(CC)C(=O)Cn1cc(S(=O)(=O)CC(=O)NCc2ccc(C)cc2)c2ccccc21,-23%,0,.,.,.,-2%,2%,30%,.
CN1C(=O)C(=Cc2ccc(N3CCOCC3)c([N+](=O)[O-])c2)C(=O)N(C)C1=O,.,.,8%,-15%,-1%,.,.,.,1%
O=c1[nH]c(=O)n(Cc2ccccc2)c(O)c1C=NCCN1CCNCC1,-10%,5,?,1%,0%,-2%,-7%[11.5 µM],?,0%
# Further structures follow.
SMILES,Pol eta inh,RXFP1 antagonist,Pol beta inh,Anesthetic bind,APE1 inh,Pol kappa inh,PGK inhibitor,Pol iota inh,BLM inh
C[N+]1(C)C2CC(OC(=O)[C@H](CO)c3ccccc3)CC1C1OC12 (some centres undefined),-11%,.,.,.,.,-1%[60.1 µM],0%,7%&41%,.
Cc1ccccc1Cc1c(C)nc2nc(SCC(=O)N3CCC4(CC3)OCCO4)nn2c1C,-11%,-11,-1%,?,4%,8%,i,-2%,-4%
C=C[C@H]1CN2CC[C@H]1C[C@H]2[C@H](O)c1ccnc2ccccc12,-17%,.,.,.,-1%,-5%,8%,46%[activator],.
C/C=C(/C)C(=O)O[C@H]1C(C)=C2[C@H]([C@@H]1OC(=O)CCCCCCC)[C@@](C)(OC(C)=O)C[C@H](OC(=O)CCC)[C@@]1(O)[C@H]2OC(=O)[C@@]1(C)O,.,.,.,?,-4%&-12%,?,.,.,-17%
CN(CCc1ccccc1)Cc1c[nH]c2ccccc12,-19%,-10,-3%,-13%,21%,-2%,4%,27%,-2%
CN1C(=O)CC(c2ccccc2)Nc2ccccc21 (centres undefined),-11%,5,40%,-1%,1%,1%,-6%,-16%[58.9 µM],-2%
NC(=O)c1cc([N+](=O)[O-])cc([N+](=O)[O-])c1,-13%,-1,.,4%,-4%,-1%,i,11%,-7%
CCOP(=O)(C#Cc1ccccc1)C(O)c1ccc(Br)cc1 (centres undefined),2%,-5,2%,-14%,1%,-16%,0%,4%,-4%
CCOP(=O)(OCC)C(NC(=O)c1ccccc1C)C(Cl)(Cl)Cl (centres undefined),-17%,-8,40%,3%,-6%,4%,0%,5%,-7%
O=c1ccc2cc(OC3O[C@H](CO)[C@@H](O)[C@H](O)[C@H]3O)c(O)cc2o1 (some centres undefined),-5%,.,.,.,16%,-11%,-1%,-23%,.
O=C1CN=C(c2ccccc2)c2ccccc2N1Cc1ccc(C(F)(F)F)cc1,-13%,-15,3%,2%,-3%,-7%,-2%,13%,-16%
COC(=O)C1=C(c2ccc(Cl)c(C(F)(F)F)c2)C[C@@H]2CC[C@H]1N2C(=O)NCCOc1ccccc1Cl,-17%,.,.,.,-20%,-14%,4%,?,.
Nc1c(C(=O)Nc2ccc(Br)cc2F)sc2nc3c(cc12)N1CCC3CC1,-8%,.,1%,-4%,.,-18%,i,9%,-2%
Cc1cc(/C=C2\C(=O)NC(=O)N(c3ccc(F)cc3)C2=O)c(C)n1-c1ccc(C(=O)O)cc1,?,-15,15%,-3%,3%,-18%,-7%,?,-1%
CC(=O)OCC12CC(OC(=O)CC(C)C)C(C)=CC1OC1C(O)C(OC(C)=O)C2(C)C12CO2 (centres undefined),-6%,-4,.,.,.,-10%,-9%,4%,.
Cc1ccc(N2C(=O)CC(=O)NC2=O)cc1,-13%,-8,21%,-12%,-3%,0%,0%,3%,2%
NC(=O)CN1CCCC1=O,-3%[57.1 µM],4,9%[57.1 µM],6%,-2%,-1%[60.1 µM],-10%,8%[58.9 µM],?
Cc1cc(NC(=O)COC(=O)c2c(C)nn(Cc3ccccc3)c2Cl)no1,-11%,-3,-1%,6%,?,9%,-1%,-4%,-2%
Cc1cccc(C(=O)OCc2cc3ccccc3[nH]c2=O)c1,-4%,4,1%,?,2%,-17%,-10%,9%,-2%
Cc1ccc(CNC(=O)c2ccc(CSc3nc4ccncc4n3Cc3ccc(C)cc3)cc2)cc1,-13%,-6,5%,47%[activator],.,-10%,i,9%,-5%
O=C(c1cccc(C(F)(F)F)c1)C1CCCN(Cc2ncc[nH]2)C1 (centres undefined),-22%,0,29%,-9%,-2%,2%,-3%,-38%,-7%
c1ccc2c(CN3CCN(C4CCCCC4)CC3)c[nH]c2c1,0%,-18,-19%,-22%,0%,1%,-7%,11%,1%
CC(C)C[C@H](NC(=O)[C@@H](N)Cc1ccccc1)C(=O)N[C@@H](Cc1ccccc1)C(=O)N[C@@H](CCC(N)=O)C(=O)N1CCC[C@H]1C(=O)N[C@@H](CCC(N)=O)C(=O)N[C@@H](CCCN=C(N)N)C(=O)N[C@@H](Cc1ccccc1)C(N)=O,.,.,.,-8%,-4%,16%[60.1 µM],.,.,-2%
COc1ccc2nc(/N=C/c3c(O)n(-c4cccc(Cl)c4)c(=O)[nH]c3=O)sc2c1,-14%,.,4%,-10%,8%,-5%,i,-29%,-7%
O=C(CSC1c2ccccc2-c2ccccc21)N/N=C/c1ccccc1C(=O)O,-10%,-18,-26%,-7%,-6%,-7%,-7%,80%[activator],-1%
# Next section
SMILES,Pol eta inh,RXFP1 antagonist,Pol beta inh,Anesthetic bind,APE1 inh,Pol kappa inh,PGK inhibitor,Pol iota inh,BLM inh
COC12CCC3(CC1C(C)(O)C(C)(C)C)[C@H]1Cc4ccc(O)c5c4[C@@]3(CCN1CC1CC1)C2O5 (some centres undefined),?,.,.,.,-1%,-2%,i,-5%,.
O=C1NC(=O)C(=Cc2ccco2)C(=O)N1,8.9µM*,-4,.,.,.,40µM*,11µM*,?,.
O=C(O)/C=C\C(=O)O,-6%,7,.,.,-13%&0%,2%,2%,-15%,.
C/C=C1/C[C@@H](C)[C@](O)(CO)C(=O)OCC2=CCN3CC[C@@H](OC1=O)C23 (some centres undefined),.,.,.,-10%,?,17%[60.1 µM],.,.,-1%&2%
CCNc1nc(NC(C)(C)C)nc(SC)n1,-1%,.,.,.,.,2%,-6%,9%,.
CC(C)c1ccccc1OCC(=O)N1CCCN(C)CC1,-17%,0,17%,-16%,40%,-2%,8%,44%[activator],1%
COCc1ccc(CN2CCCC(C(=O)c3sccc3C)C2)o1 (centres undefined),3%,5,20%,-8%,21%,-10%,5%,13%,0%

# From PubChem BioAssay
